Screening data from PubChem BioAssay.
KB-V1 MDR tox = qHTS assay for MDR1-selective chemotherapeutics: Primary screen using the drug-selected MDR subline cells KB-V1 | KB-V1 MDR cells viability, CellTiter-Glo, 72 h | Potency, µM (highest dose often 46.1 µM), for inactives: top-dose activity change, negative = cytotoxicity, actives largely listed as cytotoxic | 400,000 tested, 3.4% active | AID 1347076, 2019; further: on the % scale 0 is the no-effect control and ±100 the full control effect; nearly all actives have a fitted effect of over 60% in size
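Luminescent ATP read-out (CellTiter-Glo, 10 min) measures survival of drug-selected KB-V1 MDR cells after 72 h, 37 degrees C compound exposure. Medium: phenol-red-free DMEM, 10% FBS. Values from fitted concentration-response curves.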
KB-3-1 tox = qHTS assay for MDR1-selective chemotherapeutics: Primary screen using the parental adenocarcinoma cell KB-3-1 | Potency, µM (doses to about 46.1 µM), for the others: at the highest dose activity change, negative = cytotoxic, most hits filed as cytotoxic | AID 1347075, 2019 | KB-3-1 viability, CellTiter-Glo ATP luminescence, 72 h | 400,000 tested, 1.4% active; further: on the % scale 0 is the no-effect control and ±100 the full control effect; nearly all actives have a fitted effect of over 60% in size
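Cells are dispensed, compounds pinned in, plates held at 37 °C for 72 h, then CellTiter-Glo is added and luminescence read after 10 minutes. Cell line: parental KB-3-1 in phenol-red-free DMEM, 10% FBS.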
HT1080NT lethal = qHTS for induction of synthetic lethality in tumor cells producing 2HG: qHTS for the HT-1080-NT fibrosarcoma cell line | HT-1080-NT fibrosarcoma viability, CellTiter-Glo ATP luminescence, 48 h | AID 686970, 2013 | Potency, µM (top dose mostly 46.1 µM), without a hit: top-dose activity, negative = less viability, actives largely listed as cytotoxic | 360,000 tested, 1.6% active;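 further: NT is the 2HG producing partner of a matched IDH1 knockdown line; 0% = DMSO-treated cells and -100% = media-only wells without cells; nearly all actives have a fitted effect of over 55% in size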
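Viability of the 2HG-overproducing fibrosarcoma line after 48 hours of compound exposure at 37 degrees C was determined by luminescence with CellTiter-Glo, and concentration-effect curves were then fitted and categorized.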
HT1080 IDH1KD tx = qHTS for induction of synthetic lethality in tumor cells producing 2HG: qHTS for the HT-1080-IDH1KD cell line; HT-1080 IDH1 knockdown viability, ATP luminescence, 48 h; Potency, µM (highest dose often 46.1 µM), without a hit: at the highest dose activity, negative = toxicity, usual class: cytotoxic; 360,000 tested, 2% active;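 further: 0% = DMSO wells and -100% = cell-free medium wells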
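Knockdown cells (IDH1KD HT-1080) received compounds 2 h after plating at 750 cells/well and were kept 48 h at 37 °C in 5% FBS RPMI. A CellTiter-Glo luminescence read gave % activity for curve fitting.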
GLP-1R inv ag = qHTS of GLP-1 Receptor Inverse Agonists (Inhibition Mode) | Glucagon-like peptide 1 receptor (Homo sapiens), P43220 | HEK293 GLP-1R CRE-luciferase, luminescence, 24 h; GLP-1R form is constitutively active | Potency, µM (highest dose often 38.3 µM), for the others: at the top dose activity change, negative = inhibition, hits mostly inhibitors | 410,000 tested, 1.6% active | AID 624417, 2012; further: on the % scale 0 is the no-effect control and ±100 the full control effect; nearly all actives have a fitted effect of over 55% in size
Target sequence (P43220 whole entry, looked up): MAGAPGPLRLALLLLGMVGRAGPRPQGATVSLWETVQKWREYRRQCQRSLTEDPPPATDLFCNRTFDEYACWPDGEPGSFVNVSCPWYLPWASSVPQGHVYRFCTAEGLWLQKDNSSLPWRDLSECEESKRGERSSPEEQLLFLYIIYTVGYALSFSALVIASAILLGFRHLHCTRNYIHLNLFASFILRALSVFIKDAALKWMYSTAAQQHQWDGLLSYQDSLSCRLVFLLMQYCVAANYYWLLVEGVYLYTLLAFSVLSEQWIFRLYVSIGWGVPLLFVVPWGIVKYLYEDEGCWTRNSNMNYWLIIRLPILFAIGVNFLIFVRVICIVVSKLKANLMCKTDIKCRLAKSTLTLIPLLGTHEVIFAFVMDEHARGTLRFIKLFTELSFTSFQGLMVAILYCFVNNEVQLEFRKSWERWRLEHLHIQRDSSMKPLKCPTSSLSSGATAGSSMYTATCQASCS
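Using stably transfected HEK293 (constitutively active GLP-1R, cAMP-luciferase reporter), compounds were incubated 24 hr and luciferase measured by luminescence.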
GLP1R cytotox = qHTS of GLP-1 Receptor Inverse Agonists: Cytotox Screen; AID 624418, 2012; 410,000 tested, 0.13% active; Potency, µM (series often up to 38.3 µM), for the others: at the top dose activity change, negative = inhibition, actives largely listed as inhibitors; HEK293 cAMP-luciferase reporter cells, luminescence, 24 h;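 further: loss of luciferase light is scored as toxicity; on the % scale 0 is the no-effect control and ±100 the full control effect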
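MLSMR compounds, 24 hr on cells at 37 deg C/5% CO2; luminescence after luciferase reagent (12 min RT). Inhibition counted as the undesired cytotoxic outcome.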
TDP43 rescue = qHTS of TDP-43 Inhibitors. Potency, µM (top dose mostly 46.1 µM), for the others: at the highest dose growth rescue (activation), hits mostly activators. TDP-43 expressing yeast growth rescue, BacTiter-Glo, 24 h. 410,000 tested, 1.8% active; further: % of control where 0% means no effect; nearly all actives have a fitted effect of over 50% in size
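In this qHTS, compounds that restore growth of yeast expressing TDP-43 appear as activators. Cells (OD600=0.02, galactose medium, raffinose-pregrown) are incubated with compound 24 hr at 30 deg C and growth is quantified by BacTiter-Glo.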
SW480 rerep = A quantitative high throughput screen for small molecules that induce DNA re-replication in SW480 colon adenocarcinoma cells; SW480 DNA re-replication, Hoechst DNA content imaging, 48 h; Potency, µM (highest dose often 46.1 µM), for inactives: at the top dose re-replication activation, most hits filed as activators; 340,000 tested, 1.8% active; AID 624297, 2012; further: % of control where 0% means no effect; nearly all actives have a fitted effect of over 55% in size
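Compounds, transferred as 23 nL by pin tool, were incubated with cells for 48 hr; DNA content per nucleus was then quantified by Hoechst staining and fluorescence plate imaging.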
GLP-1R agonist = qHTS of GLP-1 Receptor Agonists | Glucagon-like peptide 1 receptor (Homo sapiens), P43220 | HEK293 GLP-1R CRE-luciferase, luminescence, 4-6 h; cells express a hypersensitive GLP-1R form | Potency, µM (doses to about 45.6 µM), for the others: at the highest dose activation, most hits filed as activators | 380,000 tested, 0.007% active; further: % of control where 0% means no effect
* marks the source's active call; other numbers are inactive results; ? = inconclusive; . = no result given; & = joins results of further samples; [ ] = another dose, or the depositor's remark. The call rests on the fitted dose curve; in most records, active means well fitted curve in the direction sought with a large enough effect; inconclusive means small, poorly fitted or top-dose-only effect, or another doubt; inactive means no such curve, though single readings can be large; an effect the other way counts as inactive or inconclusive. Potency means the concentration at half of the fitted maximal effect. Not a hit list; overall some 9.4% were active at least once.

SMILES | KB-V1 MDR tox | KB-3-1 tox | HT1080NT lethal | HT1080 IDH1KD tx | GLP-1R inv ag | GLP1R cytotox | TDP43 rescue | SW480 rerep | GLP-1R agonist
O=S(=O)(/N=C(\c1ccccc1)N1CCOCC1)c1cccs1 | -7% | 21% | 12% | 3% | -9% | -6% | 13% | -4% | -10%
COc1ccc(NC(=O)CNS(=O)(=O)c2cccs2)c(OC)c1 | 29%&-32% | -6%&-14% | -11% | 29% | 15%&2% | 0%&4% | 21%[9.22 µM] | ? | 0%
Cc1ccc(C2c3sc(=O)[nH]c3SC3C4CC(C5C(=O)N(C(C)C(=O)O)C(=O)C45)C23)cc1 (stereo not given) | ? | 25% | 0% | 0% | -1% | 126%[activator] | -1% | . | 2%
COc1cc(/C=C(\C#N)C(=O)Nc2cccc(C(=O)O)c2)ccc1OCc1ccc(Cl)cc1 | -16% | -11% | -8% | 1% | 16% | -9% | -27% | 9% | -5%
Cc1cccc(CN2C(=O)c3ccccc3Sc3ccc(C(=O)O)cc32)c1 | -13% | 8% | 0% | -8% | ? | -1% | ? | -23% | 0%
CC(=O)Oc1ccc(OC(C)=O)c2c1CC1(C)OC1(C)C2 (stereo not given) | 19% | 0% | 2% | 4% | 4% | 1% | -2% | . | 7%
COc1ccc(C)cc1NC(=O)Cn1nc(N2CCN(c3ccccc3OC)CC2)ccc1=O | 0% | 0% | . | . | -5% | -14% | 1% | . | .
COc1ccc(CNC(=O)c2cc(-c3ccccc3O)n[nH]2)cc1 | 9% | 13% | 10% | 8% | 26% | ? | 2% | -4% | -12%
Cc1ccc(-c2ccc(CCC(=O)O)n2Cc2ccco2)cc1 | 10% | 0% | -10% | -1% | -6% | 13% | 0% | 1%[9.22 µM] | 1%
COc1cc(CN(C(=O)c2cccc(C)c2)c2ccccn2)cc(OC)c1OC | 1% | -6% | . | . | 1% | -6% | 12% | . | .
O=C(CCN1CCOCC1)Nc1cccc(Br)c1 | 1% | 10% | -1% | -2% | -21% | -9% | 2% | -2% | -7%
CN1CCN(C(=O)C2(NC(=O)NCc3ccccc3)CCCCC2)CC1 | 20% | 0% | 15% | 12% | -14% | 3% | -2% | -10% | 5%
CC1CC(=O)Nc2ccccc2N1C(=O)CN1CCN(C=O)CC1 (stereo not given) | 2% | 1% | 11% | 9% | 14% | 1% | -11% | -5% | 2%
COCCCNC(=O)N1c2ccccc2Sc2ccccc21 | -20% | -8% | 23% | 5% | -17% | 0% | 2% | 3% | 10%
COCCn1nnnc1CN(CCc1ccccc1)Cc1cc2cc(OC)ccc2[nH]c1=O | -10% | 3% | 3% | ? | 3% | 3% | -11% | -1% | 12%
CN(C)c1ccc(CNC(=O)CCn2cccn2)cc1 | 6% | 1% | . | . | 13% | -2% | 21% | . | .
CNc1nc(C)c([N+](=O)[O-])c(Nc2ccc(OC)cc2)n1 | -22% | 5% | 3% | -15% | 84%[activator] | 0% | 13µM* | 2% | 4%
CCOc1ccc(N/C(N)=N/c2nc(C)c(C)c(=O)[nH]2)cc1 | 15% | -7% | 10% | -1% | 1% | -6% | 6% | -7% | 7%
Cc1cccc(-n2c(C)nc3cc(C(=O)N4CCOCC4)ccc32)c1 | 4% | 0% | 5% | 5% | 45%[activator] | 10% | . | -9% | 8%
CCn1nnnc1SCC(=O)N1N=C(c2cccs2)CC1c1cccs1 (stereo not given) | ? | ? | 5% | 1% | 1% | 7% | 27% | 0% | 20%
O=C(CC1C(=O)NCCN1CC1CCCCC1)NCc1cc(F)ccc1F (stereo not given) | -7% | 2% | -5% | -8% | ? | -9% | -6% | -9% | 6%
COc1cc(CNc2ccc3[nH]c(=O)[nH]c3c2)ccc1OCc1c(F)cccc1Cl | 20% | -12% | -1% | -6% | 76%[activator] | 16% | 1% | 9% | 11%
Oc1ccc2ccccc2c1CN1CCN(c2ccccc2)CC1 | ? | 13% | 6% | -2% | 5% | -1% | 0% | -1% | -5%
COCCNC(=O)C(C)OC(=O)C1=Cc2ccccc2OC1 (stereo not given) | 0% | 6% | 8% | 4% | 4% | -5% | 15% | -2% | 2%
O=C(Nc1ccc(OCc2ccccc2)cc1)c1cccnc1 | 2% | -3% | -13% | 7% | 35%[activator] | -10% | -8% | -1% | -4%
SMILES | KB-V1 MDR tox | KB-3-1 tox | HT1080NT lethal | HT1080 IDH1KD tx | GLP-1R inv ag | GLP1R cytotox | TDP43 rescue | SW480 rerep | GLP-1R agonist
CCC(CO)Oc1cc(NCc2cccc(OC)c2)c2ncn(C(C)C)c2c1 (stereo not given) | -9% | -5% | 8% | 0% | 15% | -8% | -10% | -1% | -6%
Cc1cccc(C(=O)OCC(=O)N(CC(C)C)c2c(N)n(Cc3ccccc3)c(=O)[nH]c2=O)c1C | -18% | -20% | 3% | 0% | -7% | -6% | 4% | -1% | 3%
Cn1c(=O)c2c(-c3ccccc3)n(-c3cccc(Br)c3)cc2n(C)c1=O | 0% | 0% | -11% | 1% | -6% | -7% | -4% | . | 1%
O=C(CCNC(=O)N1CCn2c1nc1ccccc12)NCc1ccc(F)cc1 | 1% | -2% | 10% | 25% | -4% | -1% | 6% | -19% | 7%
CC(C)C[C@@H](CNCC(=O)[C@H](C)NC(=O)c1[nH]cnc1C(=O)N[C@@H](C)CN)NC(=O)c1nc[nH]c1C(=O)N[C@@H](C)C(=O)O | -23% | 0% | -1% | -7% | 5% | -1% | 10% | -2% | 5%
O=C(c1cccnc1)C1Cc2ccccc2C1=O (stereo not given) | -4% | -15% | -5% | -2% | 0% | 6% | -64%[inhibitor] | -2% | 0%
O=C(c1ccccc1)c1c(O)nc(-c2ccccc2)n(-c2ccccc2)c1=O | 29% | 30% | ? | -8% | -15% | -2% | 15% | 2% | 3%
O=C(OCC(=O)N1CCC(Cc2ccccc2)CC1)c1ccc[nH]c1=O | 0% | 8% | 3% | 2% | 1% | -11% | 2% | -6% | -8%
O=[N+]([O-])c1c(NCCCO)cc(SCc2ccco2)c2nonc12 | -3% | -5% | -25% | ? | ? | ? | -8% | ? | -2%
Nc1c(C(=O)NCc2ccc(Cl)cc2Cl)nnn1Cc1ccc(Br)cc1 | ? | -1% | . | . | -5% | -6% | 23% | . | .
CCn1cc(C(=O)NCCc2ccc(Cl)cc2)c(=O)c2cc(S(=O)(=O)N3CCCCCC3)ccc21 | 3% | 14% | . | . | 5% | 3% | ? | . | -2%
Cc1c(NC(=S)NC(=O)c2ccccc2)c(=O)n(-c2ccccc2)n1C | -4% | 15% | -8% | -13% | -12% | -11% | 6% | -5% | -1%
CCOc1cc(CNC(=O)c2ccc(C)c(NC(=O)c3nsc4ccccc34)c2)ccc1OC | -1% | -3% | . | . | 20% | -9% | 9% | . | .
COc1ccc(C2c3ccc4ccccc4c3Oc3ncn(CCO)c(=N)c32)cc1OC (stereo not given) | ? | 3% | -23% | -20% | -24% | 7% | -2% | ? | -10%
C#CC1(NC(=O)NS(=O)(=O)c2ccc(C)cc2)CCCCC1 | -5% | -5% | -6% | 3% | 3% | 3% | -13% | 9% | -2%
Cc1cccc(C)c1NC(=O)CN(c1ccccn1)S(=O)(=O)c1ccccc1 | -1% | 17% | 13% | 3% | 15% | -2% | -1%[0.397 µM] | -13% | 3%
Cc1nn2c(-c3ccccn3)ccnc2c1Cl | -13% | 18% | 4% | 5% | 18% | -9% | ? | ? | 3%
Cc1cc(C(=O)COC(=O)CCCN2C(=O)c3ccccc3C2=O)c(C)n1C | -12% | -1% | 1% | -4% | 3% | -4% | 0% | 13% | 2%
CCN(CC)c1ccc(S(=O)(=O)N2CCOCC2)cc1NC(=O)CN1C(=O)NC2(CCCC2)C1=O | -10% | 2% | 4% | 5% | 1% | -2% | 18% | 0% | 5%
COc1ccc(NC(=O)CCc2c(C)nc3c(c2C)c(=O)n(C)c(=O)n3C)c(OC)c1 | 6% | -6% | . | . | 8% | 3% | 3% | . | 0%
COc1cc(NC(=O)c2nnn(Cc3ccc(SC)cc3)c2N)cc(OC)c1 | ? | 0% | -4% | -17% | -20% | -1% | 0% | -3% | -6%
c1coc(CNc2c3c(nc4ncnn24)CCCC3)c1 | -9% | 3% | 5% | 6% | 14% | -2% | 8% | -15% | 1%
COc1ccccc1C(=O)Nc1ccc(NC(=O)c2ccco2)c(C)c1 | -14% | -1% | -21% | -13% | 14% | -5% | -2% | 1% | 0%
Cc1cccc(NC(=S)/N=C(\N)Nc2nc(C)c3ccc(C)cc3n2)c1 | -11% | 0% | -27% | ? | ? | -2% | ? | 7.3µM* | -18%
O=C(Nc1cc(-c2ccccc2)[nH]n1)c1ccccc1 | ? | ? | -28% | ? | -28% | -10% | 26% | 9.2µM* | 0%
O=C(O)CCc1ccc(NCc2cccc(Oc3ccccc3)c2)cc1 | 21% | 0% | . | . | . | . | . | -58%[inhibitor] | 9%
O=C1CCCCC1Sc1nnc(Nc2ccccc2)s1 (stereo not given) | 0% | 4% | 0% | 0% | ? | 0% | 16% | -10% | 8%

3 compounds already listed, sorted by length of the SMILES, smallest number first.
SMILES | KB-V1 MDR tox | KB-3-1 tox | HT1080NT lethal | HT1080 IDH1KD tx | GLP-1R inv ag | GLP1R cytotox | TDP43 rescue | SW480 rerep | GLP-1R agonist
COc1ccccc1C(=O)Nc1ccc(NC(=O)c2ccco2)c(C)c1 | -14% | -1% | -21% | -13% | 14% | -5% | -2% | 1% | 0%
Cc1c(NC(=S)NC(=O)c2ccccc2)c(=O)n(-c2ccccc2)n1C | -4% | 15% | -8% | -13% | -12% | -11% | 6% | -5% | -1%
COc1ccc(C2c3ccc4ccccc4c3Oc3ncn(CCO)c(=N)c32)cc1OC (stereo not given) | ? | 3% | -23% | -20% | -24% | 7% | -2% | ? | -10%
